Screening data (PubChem BioAssay)
GLP1R cytotox = qHTS of GLP-1 Receptor Inverse Agonists: Cytotox Screen; Potency, µM (top dose mostly 38.3 µM), inactives show at the top dose activity change, negative = inhibition, most hits filed as inhibitors; HEK293 cAMP-luciferase reporter cells, luminescence, 24 h; actives 0.13% (n = 410,000);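 note: loss of luciferase light is scored as toxicity; % is set by controls: 0 for no effect and ±100 for the full control effect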
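Seeding density was 200 cells/uL; after overnight-length (12 h) culture, 23 nL compounds went on for 24 h at 37 °C. Readout used a luciferase detection reagent, luminescence taken after 12 min at room temperature.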
SW480 rereplic = A quantitative high throughput screen for small molecules that induce DNA re-replication in SW480 colon adenocarcinoma cells | AID 624297, 2012 | actives 1.8% (n = 340,000) | Potency, µM (doses to about 46.1 µM), for inactives: at the top dose re-replication activation, actives largely listed as activators | SW480 DNA re-replication, Hoechst DNA content imaging, 48 h; note: % of control where 0% means no effect; nearly all actives have a fitted effect of over 55% in size
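Quantitative HTS format with DMSO vehicle controls; 48 hr drug incubation at 37 C, then 40 min Hoechst staining and scanning imager measurement at 405 nm excitation.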
HT1080-NT tox = qHTS for induction of synthetic lethality in tumor cells producing 2HG: qHTS for the HT-1080-NT fibrosarcoma cell line; actives 1.6% (n = 360,000); AID 686970, 2013; Potency, µM (top dose mostly 46.1 µM), for inactives: at the top dose activity, negative = less viability, actives largely listed as cytotoxic; HT-1080-NT fibrosarcoma viability, CellTiter-Glo ATP luminescence, 48 h;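 note: NT is the 2HG producing partner of a matched IDH1 knockdown line; 0% = DMSO-treated cells and -100% = media-only wells without cells; nearly all actives have a fitted effect of over 55% in size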
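Toxicity toward the 2HG-producing NT line was scored as %Activity, normalised to DMSO and no-cell wells, from CellTiter-Glo luminescence after 48 hours' treatment.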
GLP1R ag = qHTS of GLP-1 Receptor Agonists; Glucagon-like peptide 1 receptor (Homo sapiens), P43220; HEK293 GLP-1R CRE-luciferase, luminescence, 4-6 h; cells express a hypersensitive GLP-1R form; Potency, µM (series often up to 45.6 µM), for the others: at the top dose activation, most hits filed as activators; actives 0.007% (n = 380,000); AID 624172, 2012; note: % of control where 0% means no effect
Target sequence (P43220 whole entry, looked up): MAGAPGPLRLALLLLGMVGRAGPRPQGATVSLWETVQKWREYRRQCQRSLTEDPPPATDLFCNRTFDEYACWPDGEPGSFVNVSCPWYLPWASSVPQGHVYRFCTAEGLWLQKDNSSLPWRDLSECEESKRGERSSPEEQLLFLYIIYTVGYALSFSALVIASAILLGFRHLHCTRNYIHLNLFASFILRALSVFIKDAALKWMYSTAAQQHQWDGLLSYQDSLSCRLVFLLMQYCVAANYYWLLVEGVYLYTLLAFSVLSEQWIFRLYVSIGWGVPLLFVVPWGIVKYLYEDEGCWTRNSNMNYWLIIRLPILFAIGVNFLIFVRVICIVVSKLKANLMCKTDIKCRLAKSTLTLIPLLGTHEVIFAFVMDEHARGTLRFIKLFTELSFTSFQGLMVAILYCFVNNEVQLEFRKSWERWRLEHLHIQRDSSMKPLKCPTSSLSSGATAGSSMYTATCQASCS
KB-V1 cytotox = qHTS assay for MDR1-selective chemotherapeutics: Primary screen using the drug-selected MDR subline cells KB-V1; KB-V1 MDR cells viability, CellTiter-Glo, 72 h; Potency, µM (series often up to 46.1 µM), for inactives: top-dose activity change, negative = cytotoxicity, most hits filed as cytotoxic; actives 3.4% (n = 400,000); AID 1347076, 2019; note: % is set by controls: 0 for no effect and ±100 for the full control effect; nearly all actives have a fitted effect of over 60% in size
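Compound-treated KB-V1 multidrug-resistant cells, 72 h, 37 degrees C; viability by CellTiter-Glo. Fitted qHTS curves give the values.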
TDP43 rescue = qHTS of TDP-43 Inhibitors. Potency, µM (top dose mostly 46.1 µM), for inactives: top-dose growth rescue (activation), hits mostly activators. AID 652104, 2013. actives 1.8% (n = 410,000). TDP-43 expressing yeast growth rescue, BacTiter-Glo, 24 h; note: % of control where 0% means no effect; nearly all actives have a fitted effect of over 50% in size
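In this qHTS, compounds that restore growth of yeast expressing TDP-43 appear as activators. Cells (OD600=0.02, galactose medium, raffinose-pregrown) are incubated with compound 24 hr at 30 deg C and growth is quantified by BacTiter-Glo.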
HT1080 IDH1KD tx = qHTS for induction of synthetic lethality in tumor cells producing 2HG: qHTS for the HT-1080-IDH1KD cell line; AID 686971, 2013; Potency, µM (highest dose often 46.1 µM), for inactives: at the top dose activity, negative = toxicity, most hits filed as cytotoxic; HT-1080 IDH1 knockdown viability, ATP luminescence, 48 h; actives 2% (n = 360,000);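 note: 0% = DMSO wells and -100% = cell-free medium wells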
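HT-1080-IDH1KD cells (IDH1 knocked down), 750/well in RPMI with 5% FBS, treated with compound 48 h at 37 degrees C. Viability by CellTiter-Glo luminescence, normalised to DMSO and no-cell wells; concentration-response curves classed.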
KB-3-1 cytotox = qHTS assay for MDR1-selective chemotherapeutics: Primary screen using the parental adenocarcinoma cell KB-3-1; AID 1347075, 2019; actives 1.4% (n = 400,000); KB-3-1 viability, CellTiter-Glo ATP luminescence, 72 h; Potency, µM (titrated, usually from 46.1 µM), inactives show at the top dose activity change, negative = cytotoxic, most hits filed as cytotoxic; note: % is set by controls: 0 for no effect and ±100 for the full control effect; nearly all actives have a fitted effect of over 60% in size
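Parental KB-3-1 viability, qHTS format: 72 h compound exposure, 37 °C; CellTiter-Glo; media-only wells and DMSO plates as controls; concentration-effect fits on corrected data.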
GLP1R inv ag = qHTS of GLP-1 Receptor Inverse Agonists (Inhibition Mode); Glucagon-like peptide 1 receptor (Homo sapiens), P43220; Potency, µM (highest dose often 38.3 µM), without a hit: at the top dose activity change, negative = inhibition, usual class: inhibitors; actives 1.6% (n = 410,000); HEK293 GLP-1R CRE-luciferase, luminescence, 24 h; GLP-1R form is constitutively active; note: % is set by controls: 0 for no effect and ±100 for the full control effect; nearly all actives have a fitted effect of over 55% in size
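Stable HEK293 clone (constitutively active GLP-1R + cAMP-response luciferase); 200 cells/uL plated, 12 h pre-culture, compound 24 hr, 37 deg C/5% CO2; detection reagent 12 min RT; luminescence.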
* = called active by the depositor; ? = inconclusive; . = no result given; & = joins results of further samples; [ ] = another dose, or the depositor's remark. Calls come from the whole dose curve; as a rule, active = well fitted curve in the direction sought with a large enough effect; inconclusive = small, poorly fitted or top-dose-only effect, or another doubt; inactive = no such curve, though single readings can be large; an effect the other way counts as inactive or inconclusive. Potency is the fitted concentration of half-maximal effect.

SMILES	GLP1R cytotox	SW480 rereplic	HT1080-NT tox	GLP1R ag	KB-V1 cytotox	TDP43 rescue	HT1080 IDH1KD tx	KB-3-1 cytotox	GLP1R inv ag
CC(C)COC(=O)Cn1cnc2ccc(Br)cc2c1=O	-15%	0%	0%	11%	7%	-45%[inhibitor]	1%	-1%	?
COC(=O)NNC(=O)COc1ccccc1C	-4%	-1%	20%	0%	24%	6%	13%	-1%	1%
C[C@H]1CN([C@@H](C)CO)S(=O)(=O)c2ccc(-c3ccccc3)cc2O[C@H]1CN(C)C(=O)C1CCC1	11%	.	-3%	8%	-3%	3%	-6%	16%	?
Cc1cccc(N2CCN(C(=O)c3ccc(NC4=NC5CS(=O)(=O)CC5S4)cc3)CC2C)c1 (stereo not given)	-14%	?	14%	-5%	5%	-10%	?	-9%	2%
CC(=O)c1cc(Cl)ccc1OCC(=O)Nc1cccc(S(=O)(=O)N2CCCC2)c1	-3%	-14%	1%	18%	0%	19%	4%	0%	20%
O=C(COC(=O)c1ccccc1O)Nc1cc(S(=O)(=O)N2CCCCCC2)ccc1Cl	1%	16%	1%	1%	-11%	-11%	-2%	0%	?
Cc1ccc(Cl)cc1N1CCN(Cc2nc3ccsc3c(=O)[nH]2)CC1	1%	2%	-22%	-13%	-9%	17%	-17%	-7%	?
CCOc1ccc(N(CC(=O)N2CCN(c3ccc(F)cc3)CC2)S(=O)(=O)c2c(C)noc2C)cc1	-11%	23µM*	-2%	8%	-10%	11%	-7%	-33%	?
CN(C)CCNC(=O)c1ccc(COCC(F)(F)F)cc1	?	-3%	7%	-6%	-4%	-8%	13%	2%	0%
COc1ccc(/C=C\C(=O)c2c(O)ccc3c(C)cc(=O)oc23)cc1	-11%	20%	?	-9%	?	14%	?	23µM*	?
O=C(Nc1ccc(OC(F)F)c(Cl)c1)[C@@H]1CCCN1C(=O)c1cccs1	-1%	-1%	0%	2%	0%	8%	4%	-3%	1%
COc1ccccc1Nc1nc2nonc2nc1N1CCCCC1C (stereo not given)	6%	-4%	0%	2%	?	?	1%	-28%	?
O=C(COC(=O)COc1ccccc1[N+](=O)[O-])NCc1ccc2c(c1)OCO2	-19%	-14%	0%	-1%	17%	-16%	6%	21%	5%
Cc1cccc(-n2c(SCc3nc(-c4ccccc4C)no3)nnc2-c2ccccc2)c1	2%	.	.	.	5%	14%	.	-3%	-3%
OCCC1CN(Cc2c(O)ccc3ccccc23)CCN1CCc1ccccc1 (stereo not given)	10%	3%	-18%	21%	?	-24%[0.397 µM]	1%	2%	?
COc1ccccc1CNC(=O)c1ccc(CNc2c(N3CCCC3)c(=O)c2=O)cc1	4%	-5%	-4%	1%	1%	-11%	-7%	-2%	-4%
CC(NC(=O)c1ccccc1Cl)C(=O)N1CCN(Cc2ccc3c(c2)OCO3)CC1 (stereo not given)	-15%	-3%	17%	2%	-2%	23%	17%	2%	-4%
Cc1ccc(S(=O)(=O)N(Cc2ccccc2)Cc2ccco2)cc1	15%	-2%	-4%	-8%	-16%	-20%	-6%	-18%	11µM*
CO/N=C(\C(=O)N[C@@H]1C(=O)N2C(C(=O)O)=C(COC(C)=O)CS[C@H]12)c1csc(N)n1 (stereo in doubt)	1%&10%&-1%	5%&-11%&-73%&18%	16%&28%&-3%	?	7%&-1%&12%	30%&27%&-3%	11%&-11%&1%	0%&0%&0%	-13%&3%&5%
O=C(CCC(=O)N/N=C/c1ccccc1O)NCc1ccccc1	-7%[1.53 µM]	?	-8%	0%	?	-18%	-25%	14%	-17%
COC(=O)CCCCC1=CCC2C(=O)C=C(O)C2C1 (stereo not given)	-1%	.	7%	-7%	3%	9%	3%	0%	9%
CCOc1ccc2nc(NC(=O)C34CC5CC(CC(NC(C)=O)(C5)C3)C4)sc2c1	-22%	?	0%	11%	?	19%	-12%	-9%	?
O=C(Nc1ccccc1)C1CCN(C(=O)c2ccccc2)CC1	-11%	1%	10%	1%	-17%	6%	9%	-6%	-15%
Cc1c(C(=O)N2CCOCC2)[nH]c2ccc(OCc3ccccc3)cc12	-10%	2%	-6%	0%	-9%	?	-13%	4%	-6%
Cc1cc(C)cc(NS(=O)(=O)c2ccc3[nH]cc(C(=O)NCCc4ccccc4)c(=O)c3c2)c1	-2%	.	.	.	?	?	.	-6%	-6%
COc1ccc(-n2c(SCC(=O)/C(C#N)=C(\C)N)nc3ccccc3c2=O)cc1OC	-6%	-15%	0%	2%	-17%	8%	2%	-2%	23%
CCSc1ccc([C@@H]2[C@@H]3C(=O)N(C)C(=O)[C@@H]3[C@]3(C(=O)OC)CCCCN23)cc1OC	9%	0%	-12%	-5%	0%	0%	0%	2%	?
COc1ccc2c(CC(=O)NNC(=O)c3ccc(O)cc3)coc2c1	-2%	4%	1%	10%	-7%	-8%	-1%	5%	-9%
COc1ccc(S(=O)(=O)N2CCCCCC2)cc1C(=O)N(C)CC(=O)Nc1ccccc1Br	-30%	2%	-2%	-5%	-15%	1%	-1%	-9%	-17%
COc1ccc(CCNC(=O)c2nnc(Cc3ccc(Cl)cc3)o2)cc1OC	0%&-5%	0%	0%	5%	?	0%&20%	-7%	0%&-26%	?
N#CC1C(=O)NC(c2ccccc2)=CC1c1ccccc1 (stereo not given)	2%	?	-12%	18%	0%	3%	-2%	14%	-16%
COC(=O)c1ccc(COc2cccc3c2OC(C)(C)C3)cc1	11%	-3%	-6%	11%	.	7%	-8%	.	?
COC(=O)c1ccc(Nc2nc(N3CCOCC3)nc(N3CCOCC3)n2)cc1	8%	?	-2%	-4%	-18%	-5%	0%	7%	-9%
Cc1ccc(CSCc2ccc(C(=O)NCC3CCCO3)o2)cc1 (stereo not given)	-9%	-4%	8%	-1%	18%	-9%	-4%	9%	13%
CCC(C)n1c(=N)c(S(=O)(=O)c2ccc(C)cc2)cc2c(=O)n3cc(C)ccc3nc21 (stereo not given)	-8%	.	.	-5%	-2%	1%	.	14%	13%
COc1ccc(N2C(=O)c3ccccc3NC2c2cccnc2)cc1 (stereo not given)	5%	-2%	6%	4%	?	-23%	12%	5%	-14%
Cc1[nH]c2ccccc2c1/C=N\NC(=O)CNc1ccc2c(c1)OCO2	-9%	1%	4%	5%	?	4%	0%	19%	-15%
Cc1ccc(N2C(=O)CC3(CC4C=CC3C4)C2=O)cc1 (stereo not given)	-4%	3%	21%	2%	24%	22%	9%	23%	-6%
O=C(Nc1nnc(C2CC2)s1)C1=NN(C2CCS(=O)(=O)C2)C(=O)CC1 (stereo not given)	0%	-9%	7%	3%	?	0%	14%	14%	39%[activator]
O=C(NCc1ccccc1)c1cc(C2CCCN(C(=O)c3ccc4c(c3)CCO4)C2)on1 (stereo not given)	-12%	.	-12%	4%	-2%	24%	-15%	0%	9%
N#CN=C1CCCCCN1CC(N)=O	17%	1%	-4%	-16%	-3%	2%	9%	-2%	32%[activator]
COc1cc(/C=C/CN2CCN(CCC(C)C)C(CCO)C2)ccc1O (stereo not given)	-5%	-2%	13%	16%	0%	-1%	-3%	15%	-7%
Cc1cccc(-c2nc(SCC(=O)Nc3cccc(C(F)(F)F)c3)n3[nH]c(=O)cc3n2)c1	0%	.	.	.	?	9%	.	6%	?
COc1cc2c(cc1OC)CN(C(=O)c1ccc(OC)c(S(=O)(=O)N3CCOCC3)c1)CC2	-4%	0%	2%	8%	-8%	-12%	1%	7%	21%
COC(=O)c1ccc(CNC(=O)COC(=O)CCC2CCCC2)cc1	3%	-4%	-3%	6%	3%	20%	10%	0%	10%
S=C(Nc1ccccc1Cl)NC1CCCCCC1	-2%	?	2%	11%	-21%	?	-8%	-1%	?
CC(=O)c1c(C)[nH]c(C(=O)Nc2cccc(S(=O)(=O)N3CCOCC3)c2)c1C	15%	-170%[inhibitor]	9%	11%	3%	-2%	-1%	-4%	29%
Cc1ccc(-c2nn(C)c(=O)c3ccccc23)cc1CNC(=O)CN1CCOCC1	-1%	-1%	-1%	13%	-1%	-13%	3%	5%	35%[activator]
CCOC(=O)CN1CC23C=CC(O2)C(C(=O)Nc2ccc(OC)cc2OC)C3C1=O (stereo not given)	4%	-4%	13%	-5%	18%	0%	8%	22%	0%
COc1ccc(C2/C(=C(/O)c3ccc4c(c3)CC(C)O4)C(=O)C(=O)N2CCCn2ccnc2)cc1OC (stereo not given)	2%	-12%	16%	2%	26%	-5%	13%	-1%	12%
S=C(NCc1cccnc1)c1ccccc1	7%	-3%	9%	15%	7%	-15%	11%	8%	33%[activator]

Ordered by heavy-atom count (ascending): part of the list above
SMILES	GLP1R cytotox	SW480 rereplic	HT1080-NT tox	GLP1R ag	KB-V1 cytotox	TDP43 rescue	HT1080 IDH1KD tx	KB-3-1 cytotox	GLP1R inv ag
S=C(NCc1cccnc1)c1ccccc1	7%	-3%	9%	15%	7%	-15%	11%	8%	33%[activator]
COC(=O)c1ccc(CNC(=O)COC(=O)CCC2CCCC2)cc1	3%	-4%	-3%	6%	3%	20%	10%	0%	10%
CC(=O)c1c(C)[nH]c(C(=O)Nc2cccc(S(=O)(=O)N3CCOCC3)c2)c1C	15%	-170%[inhibitor]	9%	11%	3%	-2%	-1%	-4%	29%
CCOC(=O)CN1CC23C=CC(O2)C(C(=O)Nc2ccc(OC)cc2OC)C3C1=O (stereo not given)	4%	-4%	13%	-5%	18%	0%	8%	22%	0%
